# Compound activity deposited in PubChem BioAssay by several laboratories.
# NPY-Y1 antag: NPY-Y1 receptor antagonists, primary screen, cell-based. Neuropeptide Y receptor type 1 (Homo sapiens), P25929. HEK293-CNG Y1 cells, membrane potential fluorescence; NPY at EC95, then isoproterenol. inhibition, % at 3.6 µM. 1% of 200,000 active. AID 1040, 2008;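 active means inhibition above the campaign mean inhibition of all tested compounds plus 3 SD, cut at about 20% in these data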;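 further: 0% = DMSO wells given NPY plus isoproterenol and 100% = isoproterenol alone without NPY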
#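 Material: HEK293 Y1/CNG channel cell line | Also added: NPY (25 nM), isoproterenol (1 µM), Ro 20-1724 (25 µM) | Compound: One concentration, 3.6 µM, in 0.4% DMSO | Schedule: 3 h dye uptake, 1 h room-temperature compound, 45 min post-isoproterenol | Signal: Membrane-potential fluorescent dye readout | Read-out: % inhibition of NPY effect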
# Runt-SMMHC FRET: inhibitors of RUNX1 Runt–CBFb-SMMHC binding, primary screen, biochemical, FRET, Cerulean-Runt, Venus-CBFb-SMMHC, uHTS; 0.74% of 220,000 active; Runt-related transcription factor 1 (Homo sapiens) + Core-binding factor subunit beta …; Cerulean-Runt/Venus-CBFb-SMMHC FRET ratio 530/480, 1 h; inhibition, % at 20 µM;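 active means mean inhibition across duplicate retests at 20 µM reaching about 50%, limit read from the data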;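 further: 0% = DMSO wells and 100% = wells with excess untagged CBFb-SMMHC; inhibitors lower the FRET ratio by blocking Runt binding to CBFb-SMMHC; some results filed as inactive read as strong as hits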
# Mdm2 ligase inh: MDM2-luciferase reporter signal enhancers, primary screen, MDM2 E3 ligase inhibitor project, cell-based, luminescence, 1536-well; E3 ubiquitin-protein ligase Mdm2 (Homo sapiens), Q00987; cell-based MDM2 ubiquitination luciferase reporter, 2 h; 0 = plate control, 100 = twice control, blank-subtracted; signal enhancement, % at 5 µM; 0.11% of 210,000 active;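 active means signal enhancement of 30% or more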;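 further: luminescence tracks abundance of the self-degrading MDM2-luciferase fusion protein; higher signal means inhibition of MDM2 E3 ligase activity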
#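 Buffer or medium: Cells held in DMEM | Assay system: Stable mammalian line carrying autodegrading MDM2–luciferase fusion reporter | Quantity: 2000 cells/well | Times: 4 h settle plus 2 h compound, 37 °C | Doses: One concentration, 5 µM, with 0.2% DMSO | Technique: Luminescence with SteadyLite reagent, 15 min at room temperature | Benchmarks: Plate controls and plate blanks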
# p97 inhibitor: inhibitors of human p97 ATPase, primary screen, biochemical; recombinant p97 ATPase, Kinase-Glo ATP luminescence, 3 h; Transitional endoplasmic reticulum ATPase (Homo sapiens), P55072; inhibition, % at 8 µM; 0.42% of 220,000 active; in the data active means inhibition above about 15%;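 further: 0% = DMSO vehicle and 100% = wells lacking enzyme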
# Target sequence (P55072 whole entry, looked up): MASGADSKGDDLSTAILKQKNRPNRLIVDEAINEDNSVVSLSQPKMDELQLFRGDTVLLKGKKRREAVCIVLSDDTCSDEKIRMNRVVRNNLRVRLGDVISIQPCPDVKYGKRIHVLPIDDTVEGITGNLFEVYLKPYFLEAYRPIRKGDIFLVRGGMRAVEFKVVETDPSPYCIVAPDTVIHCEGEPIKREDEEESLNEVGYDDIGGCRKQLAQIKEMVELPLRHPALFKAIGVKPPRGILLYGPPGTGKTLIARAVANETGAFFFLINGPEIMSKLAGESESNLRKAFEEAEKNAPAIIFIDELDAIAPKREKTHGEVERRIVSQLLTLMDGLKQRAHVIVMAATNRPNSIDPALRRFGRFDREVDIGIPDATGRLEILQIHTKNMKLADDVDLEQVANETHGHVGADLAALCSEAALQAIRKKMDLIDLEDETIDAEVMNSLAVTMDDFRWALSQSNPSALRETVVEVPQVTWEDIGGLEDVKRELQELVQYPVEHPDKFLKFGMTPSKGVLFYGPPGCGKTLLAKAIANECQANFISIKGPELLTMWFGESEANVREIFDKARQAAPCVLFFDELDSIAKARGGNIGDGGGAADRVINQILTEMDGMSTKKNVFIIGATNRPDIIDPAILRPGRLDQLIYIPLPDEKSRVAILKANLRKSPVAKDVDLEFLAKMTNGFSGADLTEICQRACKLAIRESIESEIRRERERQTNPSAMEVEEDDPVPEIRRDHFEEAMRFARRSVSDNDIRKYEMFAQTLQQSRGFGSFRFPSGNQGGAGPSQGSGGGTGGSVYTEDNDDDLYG
# Runt-CBFb FRET: inhibitors of RUNX1 Runt–CBFb binding, primary screen, biochemical, FRET, Cerulean-Runt, Venus-CBFb, uHTS | Runt-related transcription factor 1 (Homo sapiens) + Core-binding factor subunit beta … | Cerulean-Runt/Venus-CBFb FRET ratio 530/480, 1 h | inhibition, % at 20 µM | 0.46% of 220,000 active | AID 1496, 2009;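 active means inhibition over about 50% at 20 µM in the single-dose screen, limit read from the data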;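 further: 0% = DMSO wells and 100% = excess unlabeled CBFb competitor control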
#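 Assay system: Cerulean-Runt domain / Medium: Tris 50 mM pH 7.5, KCl, K2SO4, 0.01% BSA / Timing: protein complex preformed 1 h, compound exposure 1 h, room temperature, dark / Measured by: FRET, excitation 422 nm, emission at 530 and 480 nm / Evaluation: loss of energy transfer signal / Control set: 5 µM unlabeled CBFb as full-inhibition high control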
# Hck Nef HTS: inhibitors of Nef-activated human Hck kinase, primary screen, biochemical, Z-Lyte FRET, 384-well, Hck-YEEI; Tyrosine-protein kinase HCK (Homo sapiens), P08631; inhibition, % at 20 µM; 0.68% of 220,000 active; AID 463187, 2010; Recombinant Hck-YEEI plus Nef, Z-Lyte FRET kinase assay;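 active means Hck-Nef kinase inhibition above about 50%, limit read from the data; inactive means inhibition below that limit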;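 further: 0% = DMSO with Hck plus Nef and 100% = Hck alone without Nef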
# RBBP9 inhibitor: human RBBP9 inhibitors, primary screen, biochemical, fluorescence polarization, FP-Rh probe, HTS | Serine hydrolase RBBP9 (Homo sapiens), O75884 | recombinant RBBP9 | inhibition, % at 7.94 µM | 0.2% of 220,000 active | AID 1515, 2009;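 active means inhibition above the campaign mean of all tested compounds plus 3 SD, cut at about 14% in these data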;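 further: plate controls were DMSO wells with RBBP9 for no effect and wells lacking RBBP9 protein for full effect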
# Target sequence (O75884 whole entry, looked up): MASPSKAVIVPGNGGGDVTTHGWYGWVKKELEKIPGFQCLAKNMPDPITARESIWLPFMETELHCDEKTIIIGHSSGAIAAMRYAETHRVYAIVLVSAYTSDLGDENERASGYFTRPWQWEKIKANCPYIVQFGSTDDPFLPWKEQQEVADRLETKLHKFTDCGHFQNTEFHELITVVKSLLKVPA
#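 system = RBBP9 protein | input = RBBP9 at 2.5 µM in dispensed solution, before mixing | measured by = fluorescence polarization (mP), excitation 525 nm, emission 598 nm | incubation = enzyme-compound preincubation 30 min, then probe labeling 45 min, 25 °C | buffer or medium = Tris-NaCl-Pluronic buffer, pH 8.0 | compound = single dose 7.94 µM | also added = FP-Rh probe, 375 nM dispensing solution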
# NPY-Y2 PAM-ag: NPY-Y2 potentiators or agonists, primary screen, cell-based. cells expressing NPY-Y2, potentiator/agonist read-out. 0.45% of 220,000 active. Neuropeptide Y receptor type 2 (Homo sapiens), P49146. activation, % at 3.6 µM. AID 1359, 2008; in the data active means activation above about 27%;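 further: cells stimulated with NPY near EC25 plus isoproterenol at EC100; 0% = vehicle plus submaximal agonist and 100% = vehicle plus saturating agonist; some results beyond the cut were filed as inactive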
# NPY1 pot ag: NPY-Y1 receptor potentiators or agonists, primary screen, cell-based | Neuropeptide Y receptor type 1 (Homo sapiens), P25929 | NPY-Y1 expressing cells, potentiator/agonist activation | activation, % at 3.6 µM | 0.37% of 220,000 active | AID 1304, 2008; in the data active means activation above about 33%, passing the limit was not always enough;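 further: cells stimulated with NPY at EC10 then isoproterenol at EC100; 0% = low agonist plus stimulus and 100% = saturating agonist plus stimulus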
# The depositor's hits bear a star; / = not tested or not shown.
SMILES,NPY-Y1 antag,Runt-SMMHC FRET,Mdm2 ligase inh,p97 inhibitor,Runt-CBFb FRET,Hck Nef HTS,RBBP9 inhibitor,NPY-Y2 PAM-ag,NPY1 pot ag
O=c1n(S(=O)(=O)c2cccc3cccnc23)c2ccccc2n1S(=O)(=O)c1cccc2cccnc12,-5,-4,-12,-5,1,0,2,18,28
C=CCn1c(-c2ccc(Cl)cc2)cnc1SC(C)C(=O)NC(N)=O (stereo unspecified),7,1,-10,2,-2,27,-6,8,21
C/C(=N/NC(=S)Nc1cccc(C)c1)c1cccc([N+](=O)[O-])c1,1,-6,-15,3,5,-8,-3,-5,-3
CCC1CCC2(CC1)NC(CO)(CO)CO2 (stereo unspecified),-2,4,-14,5,1,-1,-10,3,30
Cc1ccc2nc(SCC(=O)NCc3ccco3)c(C#N)cc2c1,1,6,-12,1,12,3,-1,4,-16
c1ccc(NC2=Nc3ccccc3CC2)cc1,-1,1,-5,3,3,-2,6,2,-12
COc1cc(O)ccc1/C=N/NC(=O)c1ccc([N+](=O)[O-])cc1,5,5,-15,6,1,-8,-2,-1,-27
CC12CCC(C(=O)NCc3ccccc3)(OC1=O)C2(C)C (stereo unspecified),-2,-5,9,0,1,3,4,9,33
CCN(C(=O)CSc1nnc(C)n1Cc1ccccc1)C1CCS(=O)(=O)C1 (stereo unspecified),3,-5,-19,-3,5,15,-12,-1,-1
CCCCCCC1CC(/C(C)=N\NC(N)=O)OC1=O (stereo unspecified),0,1,-1,2,-1,-7,-10,5,-27
COc1ccc(NC(=S)Nc2ccc(C)c(S(=O)(=O)N3CCCCC3)c2)cc1,-9,1,-25,8,5,3,-6,3,3
O=c1[nH]c(=O)c2nc(-c3ccc(Cl)cc3)cnc2[nH]1,5,/,0,3,20,5,0,13,25
COC(=O)c1cccc(NC(=O)CC2C(=O)NCCN2C(=O)c2ccc(F)cc2F)c1 (stereo unspecified),/,2,-12,-2,1,-3,-4,-10,-11
FC(F)(F)c1ccc(Oc2ccc3ccccc3c2Br)nc1,4,-3,-11,-6,0,-2,-10,-3,-27
CC1CCCN(CC(=O)Nc2ccc(S(=O)(=O)N3CCCCC3)cc2)C1 (stereo unspecified),4,-5,0,-2,-1,9,-7,10,-3
CC(=O)N1N=C(c2ccc(Cl)cc2)OC1(C)C,5,2,-15,-2,1,0,-2,1,-3
CCN(CC)S(=O)(=O)c1cc(NC(=O)CN2CCN(c3ccccn3)CC2)ccc1C,-5,0,2,1,-3,14,-3,0,-18
Fc1ccc(OCc2nn3c(Cn4nnc5ccccc54)nnc3s2)cc1,0,7,-2,1,19,9,-8,2,1
COc1ccc(CC(=O)NNC(=S)NC(=O)c2cccnc2)cc1,/,2,-1,7,11,-2,-3,-9,-6
COc1cccc(/C=N/NC(=O)CN(CCc2ccccc2)S(=O)(=O)c2ccc(NC(C)=O)cc2)c1,-1,3,-3,-1,-3,0,-11,16,2
CS(=O)(=O)N1CCC(C(=O)NCC2CCCO2)CC1 (stereo unspecified),-3,-2,2,-5,0,0,-2,11,10
Cc1ccc(-c2nc(C=Nc3cccc(C)c3)c(O)o2)cc1,13,11,/,1,1,13,-1,0,0
CC1(C)CC(=O)C2=C(C1)N(CCN1CCOCC1)C1=C(C(=O)CC(C)(C)C1)C2c1cccc(F)c1,-3,78*,-6,4,63*,39,-5,18,4
COC(=O)c1sc(SC)c(-c2ccon2)c1C,/,-6,-15,7,1,-1,-1,-2,-20
CCn1c(CNc2ccc(Cl)cc2)nnc1SCC(=O)OC1CCCCC1,-7,3,2,1,-2,8,-1,0,23
# The list goes on.
SMILES,NPY-Y1 antag,Runt-SMMHC FRET,Mdm2 ligase inh,p97 inhibitor,Runt-CBFb FRET,Hck Nef HTS,RBBP9 inhibitor,NPY-Y2 PAM-ag,NPY1 pot ag
O=C(Nc1ccc2c(c1)C(=O)OC2)Nc1cccc2ccccc12,-5,-5,-1,1,2,-32,4,5,27
COc1ccc(OC)c(S(=O)(=O)N2CCN(C)CC2)c1,-3,-3,-16,2,-2,-4,-6,-4,4
Cc1nnc(SCCn2c(N3CCCCCC3)nc3c2c(=O)[nH]c(=O)n3C)s1,-5,-4,-2,7,-1,-18,2,13,-13
O=c1oc2ccccc2cc1-c1cn2cccnc2n1,2,8,14,-1,3,11,6,-16,14
CCCCNC(=O)CCn1c(=O)c2ccccc2n(CC(=O)Nc2ccccc2OCC)c1=O,-3,1,/,7,-2,2,0,1,10
CCC1=NN(C(=O)C(=O)Nc2ccc(OC)cc2)C(O)(C(F)(F)F)C1 (stereo unspecified),8,0,-1,-4,1,0,-12,-5,-24
NC(=O)C1(N2CCCCC2)CCN(C2CC(=O)N(CCc3ccccc3)C2=O)CC1 (stereo unspecified),-6,0,-11,5,1,9,0,9,2
CN(C)c1cc(N)c2ccccc2n1 (tested in a mixture with another compound),0,-1,-75,2,2,2,-5,-7,-16
COCCn1cnc2c1c(=O)n(CC(=O)OCC(=O)NCC(F)(F)F)c(=O)n2Cc1ccccc1,7,3,-5,-4,1,-1,-9,15,-5
CC(C)(C)C1CCC(OCC(O)CN2CCN(Cc3ccccc3)CC2)CC1 (stereo unspecified),5,-4,-5,-2,-7,3,-4,2,-22
CCCC(=O)N(Cc1cc2cc(C)ccc2[nH]c1=O)c1ccccc1OC,-2,1,-2,-7,0,2,-6,4,-9
N#CCCn1c(=O)n(CCC#N)c2ccccc21,6,2,1,0,0,18,-2,-2,12
CC1Cc2nc(SCC(=O)Nc3ccc(F)cc3F)n(C)c(=O)c2S1 (stereo unspecified),9,-1,2,1,-2,2,0,0,-11
COc1ccc(-n2cc(CNC3CCOCC3)c(-c3cccc(F)c3)n2)cc1,7,-3,-22,-1,-2,-12,3,-26,-20
CC1CCN(c2c(NCc3ccc(C(=O)N4c5ccccc5CC4C)cc3)c(=O)c2=O)CC1 (stereo unspecified),0,-2,-10,3,-2,17,0,6,0
CCN(c1ccccc1)S(=O)(=O)c1cc(NC(=O)Nc2ccccc2C#N)ccc1Cl,-1,2,-8,-4,-2,1,-19,7,-7
CCCCC1CC1C(=O)Nc1ncc2c(n1)CC(C)(C)CC2=O (stereo unspecified),5,0,-9,-4,1,5,-1,-11,2
O=C(O)CCC(=O)N1CCc2cc(S(=O)(=O)N3CCN(c4ccc(F)cc4)CC3)ccc21,4,-5,-9,2,2,2,-7,5,13
O=C(COC(=O)c1ccc(NS(=O)(=O)c2cccs2)cc1)NCC1CCCO1 (stereo unspecified),0,-4,-5,5,0,-9,-9,-1,-7
CC(C)(C)OCC(NC(=O)C(CC(N)=O)NC(=O)OC(C)(C)C)C(=O)OC(C)(C)C (stereo unspecified),-2,-6,-10,-3,-3,-3,-5,9,12
C=CCn1c(SCC(=O)Nc2ccc(-c3nc4ccc(C)cc4s3)cc2)nnc1-c1ccccc1,4,2,-15,-4,4,78*,-7,-17,-10
O=C(COC(=O)c1cc(-c2cccs2)nn1-c1ccccc1)Nc1ccc(Cl)c([N+](=O)[O-])c1,12,-6,0,1,2,0,-28,-5,-18
CCN(c1ccccc1)S(=O)(=O)c1ccc2[nH]c(=O)[nH]c2c1,2,-6,-2,6,1,21,0,-9,-6
CC(C)CN(CCNC(=O)CC1Oc2ccccc2NC1=O)CC(C)C (stereo unspecified),2,0,-12,7,0,3,-1,0,7
CC(OC(=O)CCCCCN=C1NS(=O)(=O)c2ccccc21)C(=O)Nc1cc(Cl)cc(Cl)c1 (stereo unspecified),-1,2,-8,-3,-2,0,-41,5,-7
# (further entries)
SMILES,NPY-Y1 antag,Runt-SMMHC FRET,Mdm2 ligase inh,p97 inhibitor,Runt-CBFb FRET,Hck Nef HTS,RBBP9 inhibitor,NPY-Y2 PAM-ag,NPY1 pot ag
CCc1c(C)sc(NC(=O)OC)c1C(=O)N1CCCCC1,-3,-14,-9,-5,0,5,-8,-2,-1
COc1ccc(OCCc2nnc(N)s2)cc1,-1,1,2,2,-4,1,-2,-8,12
Cc1ccc(NC2c3ncccc3C(=O)N2C2CCCCC2)cc1C (stereo unspecified),0,-2,-16,0,0,1,-4,10,6
O=c1c2ccccc2nc(/C=C/c2ccc3c(c2)OCO3)n1CCCO,0,2,-1,13,0,17,-3,2,5
NNC(=O)c1csc(Cc2c(Cl)sc3ccc(Cl)cc23)n1,/,-2,-15,-7,1,-3,-9,-46,-23
COC(=O)c1c(NC(=S)NN2CCN(C)CC2)sc2c1CCC(C)C2 (stereo unspecified),3,0,-5,3,0,17,-6,1,3
CCc1nc(C)cn1S(=O)(=O)c1cc(C)c(OC)cc1C,15,-2,-11,0,3,2,-6,-12,-16
CC(=O)NC(=S)Nc1ccccc1C(=O)NC1CCCCC1,-2,-1,-8,5,0,0,-6,-2,-3
O=C(NC1CCCc2ccccc21)C1CCN(C(=O)c2sccc2-n2cccc2)CC1 (stereo unspecified),4,3,-22,0,-1,0,-4,4,-1
CCOC(=O)Cc1n[nH]c(=O)c2ccccc12,7,3,/,0,1,7,-2,-8,17

# Quoted at random: 2 compounds from above, in no set order.
SMILES,NPY-Y1 antag,Runt-SMMHC FRET,Mdm2 ligase inh,p97 inhibitor,Runt-CBFb FRET,Hck Nef HTS,RBBP9 inhibitor,NPY-Y2 PAM-ag,NPY1 pot ag
Cc1ccc(NC2c3ncccc3C(=O)N2C2CCCCC2)cc1C (stereo unspecified),0,-2,-16,0,0,1,-4,10,6
CCOC(=O)Cc1n[nH]c(=O)c2ccccc12,7,3,/,0,1,7,-2,-8,17
